# ERb coact inh = inhibitors of ERβ-SRC1 coactivator interaction, primary screen, biochemical, TR-FRET, ERβ LBD, SRC-1 peptide | TR-FRET ER-beta LBD / SRC1-Cy5 peptide binding; receptor agonist-loaded with 1 µM estradiol | inhibition, % at 25.6 µM | 86,000 compounds, 1.3% hits | AID 633, 2007;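 active means compounds whose percent inhibition of the receptor-coactivator binding signal exceeds about 50% in the single-dose screen, limit read from the data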;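 further: 0% = receptor plus peptide wells without compound and 100% = peptide-only wells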
# sEH act = soluble epoxide hydrolase activators, primary screen, biochemical, human sEH | AID 717, 2007 | activation, % at 2 µM | purified human sEH enzymatic activity, activator screen | 91,000 compounds, 0.04% hits; in the data active means activation above about 37%; further: values of inactives mirror those of a sister screen read the other way
# Target sequence (P34913 whole entry, looked up): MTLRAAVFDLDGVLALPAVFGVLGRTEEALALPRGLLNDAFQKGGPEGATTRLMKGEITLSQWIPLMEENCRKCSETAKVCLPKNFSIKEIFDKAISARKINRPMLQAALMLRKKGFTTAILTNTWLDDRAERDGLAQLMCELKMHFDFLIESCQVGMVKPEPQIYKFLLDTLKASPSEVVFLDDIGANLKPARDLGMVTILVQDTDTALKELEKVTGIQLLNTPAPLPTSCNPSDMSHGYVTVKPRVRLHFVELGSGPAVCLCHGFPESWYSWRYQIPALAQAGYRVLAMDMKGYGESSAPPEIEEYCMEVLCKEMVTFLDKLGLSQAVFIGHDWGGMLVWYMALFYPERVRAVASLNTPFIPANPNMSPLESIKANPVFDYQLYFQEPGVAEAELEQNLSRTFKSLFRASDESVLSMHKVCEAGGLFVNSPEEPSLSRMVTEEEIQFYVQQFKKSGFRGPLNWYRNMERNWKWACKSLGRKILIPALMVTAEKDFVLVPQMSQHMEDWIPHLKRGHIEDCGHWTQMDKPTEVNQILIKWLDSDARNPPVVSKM
# Smad3 FoxH1 inh = Smad3/FoxH1 peptide binding inhibitors, primary screen, biochemical, TR-FRET; Mothers against decapentaplegic homolog 3 (Homo sapiens), P84022; TR-FRET Smad3/Dy647-FoxH1 peptide binding, europium anti-His; inhibition, % at 25 µM; 88,000 compounds, 0.29% hits; AID 630, 2007;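 active means compounds that reduce the energy-transfer binding signal between the protein and its labelled peptide by more than half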;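 further: 0% = Smad3 plus labelled peptide maximal FRET and 100% = peptide-only background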
# Target sequence (P84022 whole entry, looked up): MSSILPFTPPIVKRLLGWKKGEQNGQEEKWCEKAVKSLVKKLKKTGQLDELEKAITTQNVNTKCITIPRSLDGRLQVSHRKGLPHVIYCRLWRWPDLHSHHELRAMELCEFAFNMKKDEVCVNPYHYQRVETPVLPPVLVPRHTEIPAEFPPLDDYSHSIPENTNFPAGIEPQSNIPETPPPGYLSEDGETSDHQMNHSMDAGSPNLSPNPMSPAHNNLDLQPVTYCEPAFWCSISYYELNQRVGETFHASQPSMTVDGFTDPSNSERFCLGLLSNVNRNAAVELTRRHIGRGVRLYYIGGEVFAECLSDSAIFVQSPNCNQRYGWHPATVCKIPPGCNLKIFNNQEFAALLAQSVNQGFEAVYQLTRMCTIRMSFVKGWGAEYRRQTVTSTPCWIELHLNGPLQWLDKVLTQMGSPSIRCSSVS
# Candida biofilm = clotrimazole potentiators killing Candida biofilms, primary screen, with clotrimazole, Alamar Blue; 85,000 compounds, 0.14% hits; AID 834, 2007; inhibition, % at 6 µM; C. albicans biofilm + clotrimazole;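 active means inhibition above 20%; inactive means inhibition below 20%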;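 further: preformed 24 hr biofilms exposed to compound for 48 hr; 0% = biofilm without compound and 100% = blank killed by clotrimazole plus chlorhexidine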
# ERa SRC1 pot = enhancers of ERα–SRC-1 coactivator binding, primary screen, biochemical, TR-FRET, ERα LBD, low estradiol | Estrogen receptor (Homo sapiens), P03372 | coactivator binding (% of control), % at 25.6 µM | AID 639, 2007 | TR-FRET ERalpha-LBD/SRC-Cy5 coactivator binding, 2 h; 100 = basal binding, no effect | 86,000 compounds, 1.3% hits; in the data active means activity above about 200%;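 further: binding measured in presence of low estradiol as agonist stimulus; 0% = peptide alone without receptor and 100% = receptor with peptide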
# MT1-MMP txn act = MT1-MMP promoter reporter activation – cell-based, luciferase luminescence, primary screen; activation factor at 10 µM; HT1080 MT1-MMP promoter luciferase reporter, overnight; active compounds read high; 86,000 compounds, 0.16% hits;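 active means activation factor of at least 2 for MT1-MMP transcription at 10 µM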
# CD11b adhes inh = inhibitors of CD11b/CD18 adhesion to fibrinogen, primary screen, K562 cells, luminescence; 93,000 compounds, 0.54% hits; ATPlite luminescence; Mn2+ added to activate the integrin; inhibition, % at 10 µM; Integrin beta-2 (Homo sapiens) + Integrin alpha-M (Homo sapiens), P05107+P11215;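 active means primary inhibition of 50% or more at 10 µM, then 40% or more on retest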; further: some results filed as inactive read as strong as hits
# sEH inh = soluble epoxide hydrolase inhibitors, primary screen, biochemical, human sEH. Bifunctional epoxide hydrolase 2 (Homo sapiens), P34913. 91,000 compounds, 0.34% hits. inhibition, % at 2 µM. recombinant human sEH enzymatic activity assay. AID 707, 2007; in the data active means inhibition above about 80%; further: values of inactives mirror those of a sister screen read the other way; many of its hits are not listed in these tables
# CD11b adhes enh = enhancers of CD11b/CD18 adhesion to fibrinogen, primary screen, K562 cells, luminescence | ATPlite luminescence | Integrin beta-2 (Homo sapiens) + Integrin alpha-M (Homo sapiens), P05107+P11215 | activation, % at 10 µM | 93,000 compounds, 0.07% hits;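 active means 10 µM primary screen giving 50% or more activity, confirmed by 40% or more on retest at that dose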; further: strong numbers were not always called active; reference of the scale not given here
# * hit, by the source's call; / = no result given; [ ] = another dose, or the depositor's remark.
SMILES,ERb coact inh,sEH act,Smad3 FoxH1 inh,Candida biofilm,ERa SRC1 pot,MT1-MMP txn act,CD11b adhes inh,sEH inh,CD11b adhes enh
COCCn1c(=NC(=O)CSC(C)=O)sc2cc(OC)ccc21,-7,/,0,15,126,1.1,-40,/,5
CCOC(=O)/C(=N\NC(=O)c1ccccc1)c1ccccc1,10,10,2,2,100,1.2,-46,-10,0
COCCn1cc(C(=O)NCCCN2CCC(C)CC2)c2c3ccccc3n(C)c2c1=O,-10,/,14,4,119,1.1,-6,/,-1
CCc1c(C)nc2ncnn2c1N1CCC(C(=O)N2CCN(c3ccc(F)cc3)CC2)CC1,-16[fluorescence artefact?],4,11,1,114,1.1,-3,-4,0
Cc1ccnc(NC(=O)CCC2COc3ccccc3O2)c1 (stereo unspecified),3,-7,-1,5,115,1.3,-8,9,1
CC(=O)Nc1ccc(S(=O)(=O)Nc2nc3ccccc3nc2N2CCCC2)cc1,7,-7,-6,9,110[fluorescence artefact?],1.1,-1,5,0
CCOc1ccc(S(=O)(=O)N(C)CCO)cc1-c1nc2c(C(C)(C)C)nn(C)c2c(=O)[nH]1,4[fluorescence artefact?],-2,-9,4,96,1,0,2,-5
O=C(NCC(c1cccnc1)N1CCN(c2ccc(F)cc2)CC1)OCc1ccccc1 (stereo unspecified),-6,8,1,-4,96[fluorescence artefact?],1.1,7,-10,4
CCCCSc1nnc2nc(C)cc(C)n12,3,-5,8,5,112,1.3,-19,5,-2
CCCC(=O)Nc1nnc(SCC(=O)NCc2cccs2)s1,11,2,2[fluorescence artefact?],11,73,1.1,/,0,/
O=C(CSc1nc2ccccc2c(=O)n1CCCO)NCc1ccccc1,2,/,5,8,109[fluorescence artefact?],1.3,1,/,4
Cc1cc(C(=O)OCC(=O)N2CCCC2)c2ccccc2n1,-2,-1,-7,-5,101,1,-3,1,-4
O=C(Cn1cnnn1)Nc1ccccc1Cc1ccccc1,4,0,5,5,113,1.1,/,2,/
Cc1cc(C)cc(N2CCCn3c2nc2c3c(=O)n(CCN3CCOCC3)c(=O)n2C)c1,2,18,7,3,103,1,11,-16,-1
COc1ccc(C)cc1NC(=O)CCC(=O)Nc1ccc2nc(N3CCN(C)CC3)cc(C)c2c1,6,/,5,7,98,1.2,-13,/,5
CN1CCC(N(C)C(=O)COc2ccccc2-c2ccccc2)CC1,-5,-1,7,6,106,1.1,19,2,-4
O=C(O)C1CC(=O)N(Cc2ccc(F)cc2)C1 (stereo unspecified),-2,/,0,7,116,1.2,/,/,-4
Cc1cc(Nc2c(C)n(C)n(-c3ccccc3)c2=O)n2c(nc3ccccc32)c1C#N,-16,0,4,4,116[fluorescence artefact?],1.2,0,2,-1
O=C(NCc1ccccc1)/C(NC(=O)c1ccccc1)=C(/Sc1ccccn1)c1ccccc1,-8,0,7,9,119,1.1,/,4,/
CC(=O)c1ccc(NS(=O)(=O)c2ccccc2)cc1,0,11,10,14,61,1.2,-15,-11,2
O=C(c1ccc(S(=O)(=O)N2CCOCC2)cc1)N1CCN(c2ccccc2)CC1,-4,/,6,10,92,1.1,/,/,/
Cc1ccc(N2CC(C(=O)NC3=NCCS3)CC2=O)cc1 (stereo unspecified),1,1,2,3,109,1.2,-2,-3,-3
CC(C)(C)CC(=O)NC(=S)NCCc1ccccc1,/,9,/,/,/,/,0,-7,-2
O=C(N/N=C/CCc1ccccc1)c1ccccc1,/,-50,/,/,/,/,-8,50,-4
Cc1ccc2nc3ccc(N4CCCC4)nn3c(=O)c2c1,/,-1,/,/,/,1.4,-6,1,2
CCOC(=O)N1CCC(NC(=O)c2cc(S(=O)(=O)N3CCOCC3)ccc2F)CC1,1,/,0,0,93,1.1,4,/,-8
O=C(NCCN1CCOCC1)c1cn(-c2ccccc2)nc1-c1cccs1,-13,-24,-2,1,91,1.2,-13,21,-7
Cc1ccc2c(c1)N(CC(=O)NCc1cccs1)C(=O)C(C)O2 (stereo unspecified),-15,2,4,5,121,1.2,/,-1,/
COc1ccc(OC)c(C(=O)COC(=O)c2ccc(C)o2)c1,22,/,12[fluorescence artefact?],-3,99,1.2,2,/,-6
CCc1nnc(NC(=O)c2c(C)nn(-c3ccccc3)c2Cl)s1,12[fluorescence artefact?],/,-7,12,95,1.2,/,/,/
Cc1ccc(OC(=O)C(F)(F)F)c2c1NCCC2,6[fluorescence artefact?],2,-1,-3,117,1.1,-4,0,-3
O=C(COC(=O)CNC(=O)C1CCCCC1)Nc1ccc(Cl)cn1,10,-3,-9,2,110,1.2,/,4,/
CCOC(=O)N1CCN(c2c(-c3ccc(C)c(C)c3)c(=O)c2=O)CC1,-9,/,-7,4,114,1,/,/,/
COc1ccc(C2SCC(=O)N2CCCN(C)C)cc1 (stereo unspecified),2,-23,-9,2,87,1.2,0,20,-4
COc1ccc(C(=O)Cn2c(N3CCOCC3)nc3c2c(=O)n(C)c(=O)n3C)cc1,-29,/,5,4,92,1,-10,/,2
Cc1cc(SCC(N)=O)nc(SCC(=O)c2ccccc2)n1,-6,15,-3,8,114,1.1,0,-11,2
O=C(C1CCN(c2nnc(-n3cccc3)s2)CC1)N1CCc2ccccc2C1,11,5,8,6,107,/,/,-6,/
COC(=O)c1c(F)c(F)c(N2CCOCC2)c(F)c1F,7,/,11,7,121,1.1,-6,/,3
CNS(=O)(=O)c1ccc(C)cc1,2,-4,-4,4,99,1.1,6,1,-3
CC(C)Oc1cc2oc(=O)c3c(c2cc1Cl)CCC3,-5,-2,2,-3,116,0.9,-20,2,-3
Cn1ncc2c(NCc3ccccc3)ncnc21,24,/,12,5,102,1.1,-7,/,-2
Cc1cc(C)c2c(N=CN(C)C)c(C(=O)N3CCN(c4ncccn4)CC3)sc2n1,-2[fluorescence artefact?],-6,-1,-6,100,1.1,-3,6,6
O=C(COC(=O)c1n[nH]c(=O)c2ccccc12)c1ccc(Cl)cc1,/,-3,/,/,/,/,-11,4,-2
CCn1cnc2c1c(=O)n(CC(=O)N1CCc3ccccc31)c(=O)n2Cc1ccccc1,-10,14,2,1,139,1.2,4,-16,-3
Cc1c(NC(=O)c2cc3ccccc3oc2=O)c(=O)n(-c2ccccc2)n1C,/,13,/,/,/,/,4,-15,-3
CC(=O)OC1c2ccccc2C(=O)N1Cc1ccccc1 (stereo unspecified),3,15,4,-2,88,/,6,-16,-1
O=C(C1CCN(S(=O)(=O)c2cccc3nsnc23)CC1)N1CCN(c2ccccc2F)CC1,-3,-8,0,1,107,1.2,/,5,/
O=C(Nc1ccc2oc(-c3ccccc3)nc2c1)c1cccs1,-11[fluorescence artefact?],-19,0,1,120,1.2,/,23,/
Cc1cccc(-c2nnc(-c3ccc(N)cc3)o2)c1,7[fluorescence artefact?],20,-9,2,97,0.8,16,-19,-4
Cc1ccc(S(=O)(=O)c2cc3c(=O)n4ccccc4nc3n(CC3CCCO3)c2=N)cc1C (stereo unspecified),-1,/,0,5,105,1.1,/,/,/
CC(=O)c1c(CC(=O)O)[nH]n(-c2nc3ccccc3s2)c1=O,36,6,6,2,29,1.1,1,-6,-2
CC1CCCN(C(=O)Cn2c(=O)oc3ccccc32)C1 (stereo unspecified),-4,0,4,4,107,1,3,-2,0
Cc1cc(C(C)(C)C)cc(S(=O)(=O)NCCO)c1C,0,-4,-13,6,106,1.1,3,5,-3
Cc1ccc(C)c(C(=O)CN2C(=O)c3ccccc3S2(=O)=O)c1,-7[fluorescence artefact?],-2,-16,3,97,1.2,/,1,/
O=S(=O)(Nc1cccc2cccnc12)c1ccc(S(=O)(=O)N2CCCC2)cc1,-2,-2,0,11,91,1.2,12,3,-3
CCOC(=O)c1sc(C)c2c(=O)n(CC(=O)c3ccc(Br)cc3)nnc12,59*[fluorescence artefact?],4,0,1,112,1.2,-15,-5,13
O=C(NCc1ccco1)c1ccccc1Nc1ccc(F)cc1,-29,5,6,8,86,1.2,-47,-2,3
CS(=O)(=O)Nc1ccccc1C(=O)Nc1ccc2c(c1)OCCO2,2,5,2,2,99,1.2,-5,-7,8
CCCCCCC(=O)Nc1nnc(CC)s1,-6,2,3,10,105,1.3,/,1,/
COc1ccc(C(=O)OCC(=O)c2ccccc2)cc1S(=O)(=O)N1CCOCC1,-2,3,11,0,106,1.2,-7,-5,1

# 3 entries from above, arranged by the value under CD11b adhes enh, falling:
molecule	CD11b adhes enh
CC(=O)Nc1ccc(S(=O)(=O)Nc2nc3ccccc3nc2N2CCCC2)cc1	0
Cc1ccc(N2CC(C(=O)NC3=NCCS3)CC2=O)cc1 (stereo unspecified)	-3
Cc1cccc(-c2nnc(-c3ccc(N)cc3)o2)c1	-4

# New compounds follow
SMILES,ERb coact inh,sEH act,Smad3 FoxH1 inh,Candida biofilm,ERa SRC1 pot,MT1-MMP txn act,CD11b adhes inh,sEH inh,CD11b adhes enh
COc1ccc(S(=O)(=O)N(C(=O)C(C)C)c2ccc3oc(=O)sc3c2)cc1,-2,-7,4,2,73,1,-4,8,0
CCc1ccccc1NC(=O)N[C@@H](C)C(=O)O,-5,-5,-2,7,131,1.1,-10,6,0
COc1ccc(OC)c2[nH]c(=O)c(CCNC(=O)CC(C)C)cc12,3,2,12[fluorescence artefact?],5,116,1.2,-19,-3,13
CCOC(=O)c1ccc(-n2c(C)nc3ccccc3c2=O)cc1,-14,-1,-1,7,120,1,5,1,-3

# Entries shown so far containing an aryl methoxy group (8):
SMILES,ERb coact inh,sEH act,Smad3 FoxH1 inh,Candida biofilm,ERa SRC1 pot,MT1-MMP txn act,CD11b adhes inh,sEH inh,CD11b adhes enh
COCCn1c(=NC(=O)CSC(C)=O)sc2cc(OC)ccc21,-7,/,0,15,126,1.1,-40,/,5
COc1ccc(C)cc1NC(=O)CCC(=O)Nc1ccc2nc(N3CCN(C)CC3)cc(C)c2c1,6,/,5,7,98,1.2,-13,/,5
COc1ccc(OC)c(C(=O)COC(=O)c2ccc(C)o2)c1,22,/,12[fluorescence artefact?],-3,99,1.2,2,/,-6
COc1ccc(C2SCC(=O)N2CCCN(C)C)cc1 (stereo unspecified),2,-23,-9,2,87,1.2,0,20,-4
COc1ccc(C(=O)Cn2c(N3CCOCC3)nc3c2c(=O)n(C)c(=O)n3C)cc1,-29,/,5,4,92,1,-10,/,2
COc1ccc(C(=O)OCC(=O)c2ccccc2)cc1S(=O)(=O)N1CCOCC1,-2,3,11,0,106,1.2,-7,-5,1
COc1ccc(S(=O)(=O)N(C(=O)C(C)C)c2ccc3oc(=O)sc3c2)cc1,-2,-7,4,2,73,1,-4,8,0
COc1ccc(OC)c2[nH]c(=O)c(CCNC(=O)CC(C)C)cc12,3,2,12[fluorescence artefact?],5,116,1.2,-19,-3,13

# Screens deposited in PubChem by several laboratories.

# Only part of the results is shown, so the mix of outcomes need not match the whole.
